Screens deposited in PubChem by several laboratories.
SMARCA2 activ: SMARCA2 (BRM) function activators, primary screen, cell-based, luminescence, high throughput; 370,000 tested, 1% active; activation, % at 9.1 µM; MG213 cells, MMTV-luciferase reporter, dexamethasone, overnight; AID 652017, 2013; in the data active means activation above about 7.8%;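 further: 0% = vehicle wells and 100% = reference activator wells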
ssDAF12 agonist: S. stercoralis DAF-12 nuclear receptor activators, primary screen, cell-based, luminescence, HEK293, GRIP1 co-expression, lit1-tk-luc; HEK293 ssDAF-12/GRIP1 lit1-tk-luc reporter; % of 3 µM dafachronic acid response; activation, % at 6.8 µM; 370,000 tested, 1% active;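 active means activation above the mean over all tested compounds plus 3 SD, cut at about 0.9% in these data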;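 further: 0% = DMSO-only wells and 100% = 3 µM delta7-dafachronic acid wells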
PG9 Ab binder: binders of HIV-1 gp120 antibody PG9, primary screen, biochemical, TR-FRET; TR-FRET gp120-PG9 antibody binding; 360,000 tested, 0.43% active; HIV-1 gp120 / PG9 antibody interaction; inhibition, % at 6.7 µM; in the data active means inhibition above about 8.5%
FXN GAA850 act: FXN promoter activators, primary screen, cell-based, luciferase luminescence, HEK293 lucGAA850 | activation, % at 6 µM | 360,000 tested, 0.56% active | HEK293 lucGAA850 FXN promoter luciferase reporter, 24 h; percent of 10 µM SAHA response | AID 540364, 2011;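 active means activation above the average of all compounds screened plus 3 SD, cutoff fixed separately per campaign, cut at about 7.5% in these data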;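 further: 0% = DMSO wells and 100% = 10 µM SAHA wells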
hgDAF12 agonist: H. glycines DAF-12 receptor agonists, primary screen, cell-based, luminescence, HEK293, GAL4 fusion, UAS-luciferase. AID 687014, 2013. Nuclear hormone receptor DAF-12 (Heterodera glycines), GAL4 fusion. 370,000 tested, 1.8% active. activation, % at 6.8 µM. HEK293 GAL4-hgDAF12 UAS-luciferase reporter, agonist luminescence; normalized to butyrate control;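 active means activation above a cutoff set at the mean of all screened compounds plus 3 SD, cut at about 10% in these data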;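 further: 0% = DMSO wells and 100% = sodium butyrate wells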
HGIII-sPLA2 inh: human group III sPLA2 inhibitors, primary screen, biochemical, QFRET, BODIPY PC-A2 liposome substrate | QFRET BODIPY PC-A2 liposome hydrolysis, fluorescence | inhibition, % at 12.2 µM | 370,000 tested, 0.56% active | AID 743126, 2013;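 active means inhibition above mean plus 3 SD of compounds lying within the high and low control bounds, cut at about 19% in these data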;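 further: 0% = median of test compound wells and 100% = no enzyme DMSO wells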
hcDAF-12 act: H. contortus DAF-12 nuclear receptor activators, primary screen, cell-based, luminescence, HEK293, lit1-tk-luc reporter | HEK293 hcDAF-12 lit1-tk-luc reporter; 0% DMSO, 100% Δ7-dafachronic acid | activation, % at 6.8 µM | 370,000 tested, 1.4% active | AID 652067, 2013;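 active means activation above the mean of all tested compounds plus 3 SD, cut at about 5.5% in these data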;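 further: 100% = response to 3 µM Δ7-dafachronic acid high control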
PLC-beta3 inh: human PLC-beta3 inhibitors, primary screen, biochemical, fluorescence; 1-phosphatidylinositol 4,5-bisphosphate phosphodiesterase beta-3 (Homo sapiens), Q01970; Purified PLC-beta3, fluorogenic substrate; inhibition, % at 12.2 µM; 370,000 tested, 0.18% active; AID 720704, 2013; in the data active means inhibition above about 11%;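 further: 0% = median of compound wells on plate and 100% = full blocker control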
DAX1 inh-1: DAX1 (NR0B1) inhibitors, primary screen, cell-based, HEK293, Gal4-DAX1, luciferase luminescence; Nuclear receptor subfamily 0 group B member 1 (Homo sapiens), P51843; HEK293 Gal4-DAX1 luciferase reporter; inhibition, % at 6.75 µM; 340,000 tested, 0.99% active; AID 504766, 2011;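 active means inhibition above the mean over all tested compounds plus 3 SD, cut at about 4.2% in these data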;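 further: 0% = DAX1-transfected cells with DMSO and 100% = empty-vector control cells with DMSO; inhibition shows as a rise in luminescence from relieved DAX1 repression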
Target sequence (P51843 207-470 limits assumed): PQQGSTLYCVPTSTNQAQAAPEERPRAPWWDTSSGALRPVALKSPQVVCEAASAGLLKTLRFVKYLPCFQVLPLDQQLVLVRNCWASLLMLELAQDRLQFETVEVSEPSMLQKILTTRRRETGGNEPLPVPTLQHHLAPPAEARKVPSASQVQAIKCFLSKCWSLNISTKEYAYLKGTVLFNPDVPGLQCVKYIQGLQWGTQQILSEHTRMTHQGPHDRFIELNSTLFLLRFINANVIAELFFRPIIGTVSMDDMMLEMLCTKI
NR1D1 modulator: modulators of Rev-erb alpha DNA binding, primary screen, biochemical, FITC-DNA, fluorescence polarization, uHTS; Rev-erbα–FITC-DNA binding, 90 min; activity, % at 10 µM; 370,000 tested, 0.79% active;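 active means activity above about 14%, limit read from the data; passing the limit was not always enough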;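 further: 0% = DMSO wells with 35 nM protein and 100% = DMSO wells with 750 nM protein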
Target sequence (P20393 whole entry, looked up): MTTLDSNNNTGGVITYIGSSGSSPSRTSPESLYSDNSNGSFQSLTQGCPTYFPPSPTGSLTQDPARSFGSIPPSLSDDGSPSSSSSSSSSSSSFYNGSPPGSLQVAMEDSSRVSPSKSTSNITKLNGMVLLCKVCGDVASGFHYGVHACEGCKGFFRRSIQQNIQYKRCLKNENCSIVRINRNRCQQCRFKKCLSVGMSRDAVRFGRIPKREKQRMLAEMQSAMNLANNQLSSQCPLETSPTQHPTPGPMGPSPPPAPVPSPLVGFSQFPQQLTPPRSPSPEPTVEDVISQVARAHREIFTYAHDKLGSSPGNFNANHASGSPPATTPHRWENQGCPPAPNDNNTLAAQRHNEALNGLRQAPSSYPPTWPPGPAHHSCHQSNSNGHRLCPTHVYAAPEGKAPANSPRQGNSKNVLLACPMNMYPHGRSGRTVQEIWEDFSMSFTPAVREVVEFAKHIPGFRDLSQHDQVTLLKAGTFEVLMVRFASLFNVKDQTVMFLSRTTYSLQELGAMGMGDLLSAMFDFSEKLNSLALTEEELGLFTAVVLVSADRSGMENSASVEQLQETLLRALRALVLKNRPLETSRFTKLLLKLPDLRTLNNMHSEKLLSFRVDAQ
DAX1 inh-2: DAX1 (NR0B1) inhibitors on StAR promoter, primary screen, cell-based, luminescence, SF-1 (NR5A1), full-length DAX-1; inhibition, % at 6.8 µM; AID 652010, 2013; 370,000 tested, 1.1% active; HEK293T StAR-luciferase reporter, SF-1/DAX-1 repression relief;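 active means inhibition above the mean over all tested compounds plus 3 SD, cut at about 3.6% in these data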;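 further: 0% = DAX-1 cells with DMSO and 100% = cells lacking DAX-1 with DMSO; higher inhibition means more luminescence from relief of DAX-1 repression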
Numbers without * were called inactive; i = inactive; . = not tested or not shown.

SMILES	SMARCA2 activ	ssDAF12 agonist	PG9 Ab binder	FXN GAA850 act	hgDAF12 agonist	HGIII-sPLA2 inh	hcDAF-12 act	PLC-beta3 inh	DAX1 inh-1	NR1D1 modulator	DAX1 inh-2
OC1CCC(Nc2ccn3nc(-c4cccc(OCc5ccccc5)c4)cc3n2)CC1 (centres undefined)	1.0	-1.2	-0.9	1.5	-3.0	-27.3	-1.3	-144.1	.	2.0	-0.2
O=C1CCCN1CC1CCN(Cc2nc(CC3CC3)no2)CC1	-0.1	-0.1	0.3	-0.6	0.3	-1.4	2.0	6.9	1.3	5.8	-0.2
O=C(Nc1cccc(Cl)c1N1CCOCC1)c1ccc([N+](=O)[O-])o1	1.4	-1.2	0.1	1.0	-1.8	4.3	-0.7	2.8	-2.0	-3.1	0.0
Cc1ccc(CS(=O)(=O)CCC(=O)NCc2cccs2)cc1	-1.4	-1.8	0.2	0.1	-2.3	-2.0	-1.8	5.6	-1.7	-1.4	0.4
COc1ccc(/C(=N/OC(C)=O)c2nccc3cc(OC)c(OC)cc23)cc1OC	-0.2	-1.7	-2.9	3.2	-0.9	-1.9	-1.3	-3.7	3.0	-3.5	-0.3
O=C(CSc1nc2c(sc3ccccc32)c(=O)n1CCO)NCC1CCCO1 (centres undefined)	-2.4	-1.2	0.9	-0.6	-1.0	6.4	-1.7	-0.8	-0.1	0.9	0.3
CN1C(=S)SC(N(O)C(=O)Nc2cccc3ccccc23)C1(C)C (centres undefined)	1.8	-0.4	-2.2	-0.1	-1.6	-0.8	3.6	-119.0	0.9	-7.2	-0.4
CCOC(=O)C1=C(COC(=O)COc2ccc(C(C)=O)cc2)NC(=O)NC1C (centres undefined)	-2.7	-1.3	0.3	0.6	-0.7	12.3	-0.2	0.5	-1.1	1.9	-0.5
COC(=O)[C@@]12C[C@@H](CC(=O)N3CCCCC3)C(=O)N(Cc3ccco3)C1=CCC(C)(C)C2	-0.4	-1.1	0.9	.	2.8	-7.5	-0.5	0.2	.	-1.4	-0.6
COc1cc(C(=O)OCCNC(=O)c2ccncc2)cc(OC)c1OC	-0.6	-0.4	-0.6	2.8	0.0	10.1	0.0	-0.1	-0.5	1.4	-0.4
O=C(CN1C(=O)NC2(CCc3ccccc32)C1=O)NCc1ccc(F)cc1 (centres undefined)	0.5	-0.6	-1.4	1.3	-0.2	8.9	0.3	-5.9	-1.6	-0.3	-1.2
COc1ccc(/C(C)=N\NC(=O)CNC(=O)C(c2ccccc2)c2ccccc2)cc1OC	-0.2	-1.5	-1.1	3.7	-0.9	-3.3	-0.7	-7.2	0.3	-5.2	0.6
COc1c(Cl)cccc1-c1cn2ccccc2n1	1.7	0.0	-1.5	1.6	12.9*	-6.5	7.3*	-16.2	-0.6	3.2	2.7
CCOc1c(Cl)cc(CNCc2ccccn2)cc1OC	-5.2	-1.5	-4.8	1.5	1.9	13.8	-0.3	-1.6	2.9	-0.6	0.4
N#Cc1ccccc1NC(=O)c1ccc(-c2ccccc2Cl)o1	1.2	-0.2	0.9	5.3	2.5	1.1	1.1	-9.0	1.9	14.9	0.6
COc1ccc(-c2csc(NC(=O)C3CC(=O)N(Cc4ccco4)C3)n2)cc1 (centres undefined)	-0.7	-1.6	-1.2	0.5	-0.5	-19.4	-2.2	-4.1	0.2	2.7	-0.8
O=C(Nc1nnc(C2CC2)o1)c1ccc(S(=O)(=O)N2CCCCC2)cc1	0.5	-0.8	-2.1	0.6	0.2	-2.6	0.6	-1.5	0.2	-1.1	-1.2
O=C(Nc1ccc(Cl)c(S(=O)(=O)N2CCCC2)c1)c1cc(=O)[nH]c2ccccc12	-2.9	-1.2	-0.6	1.6	-1.1	-11.8	-0.7	-28.5	-0.8	-2.4	0.1
COc1ccc(C(NC(=O)c2ccco2)c2ccc(OC)c(OC)c2)cc1OC	9.0*	-0.9	-1.9	2.2	0.3	-1.0	-2.6	4.4	-1.5	2.2	-0.3
CCOc1cc(NC(=O)C(C)C)c(OCC)cc1NC(=O)Nc1ccccc1	-1.9	-0.5	-0.8	-1.4	-1.0	-2.0	-1.2	-8.2	0.6	0.5	-0.3
CNc1cncc(-c2ccc(CN(C)C)cc2)n1	4.3	-0.9	0.0	2.8	15.6*	-6.3	1.6	i	.	-2.0	4.0*
CCCn1c(SCC(=O)NC2CCCCC2)nnc1-c1ccncc1	6.4	-1.2	-2.7	0.5	1.8	10.0	0.4	2.3	-0.8	-0.1	0.0
CC1(C)OC(C)(C)/C(=C/Nc2ccc(O)cc2)C1=O	-0.1	-1.6	-2.4	-0.7	-4.8	17.8	-1.5	-10.3	-0.1	-2.6	0.6
COc1ccccc1N1CCN(C(=O)c2cc3cc(F)ccc3[nH]2)CC1	-3.5	-0.1	-2.7	0.3	1.6	-3.7	5.8*	-7.0	-1.5	1.5	-0.5
O=C(CSc1nnc2ccccn12)NCCc1ccc(Cl)cc1	4.2	-1.7	-0.7	4.3	-1.4	2.9	-1.8	-5.7	0.0	-4.1	0.5
CC(C)C(=O)N1CCCC1(C)C(=O)Nc1ccc(-n2cccc2)cc1 (centres undefined)	-1.8	0.0	0.1	-1.8	2.2	-2.9	-2.7	0.8	.	-3.9	0.1
Cc1ccc(C(=O)Nc2c(-c3cccs3)c(=O)c3ccccc3n2C)cc1	-4.5	-0.8	0.7	-2.4	-2.1	1.6	0.1	-15.8	-0.6	-6.6	-0.4
COC(=O)c1ccc(C2C3=C(Nc4nnnn42)c2ccccc2OC3)cc1 (centres undefined)	-2.4	-0.1	0.0	0.6	-0.8	-2.3	2.9	i	-0.5	-2.5	-0.1
C/C(N)=C(/C#N)C(=O)COC(=O)CNS(=O)(=O)c1ccc(F)c(F)c1F	-3.5	-1.8	-0.7	2.4	-0.2	4.6	-1.2	-1.2	-0.1	-1.4	-0.5
COc1ccc(-c2cc3c(=O)n(CC(=O)N4CCN(C)CC4)ncn3n2)cc1	2.8	-1.1	1.2	3.6	0.8	1.3	1.6	-10.1	0.6	-2.1	1.1
Cc1ccc(Cc2c(-c3ccc(C)cc3)nc3ccc(Cl)cn23)cc1	0.3	-0.2	0.3	3.7	7.4	-4.3	2.1	-7.5	2.1	3.9	3.8*
Cc1oc(-c2ccc(Cl)cc2)nc1CS(=O)CC(=O)NC1CCCCC1 (centres undefined)	-0.3	-0.3	-2.6	-0.5	-1.5	-1.9	-1.6	-5.4	-0.4	1.1	-1.6
OCC[C@@H]1C[C@@H](O)[C@H](O)[C@@]2(Cc3ccccc3CCO2)O1	1.5	-1.2	0.7	-0.2	2.0	1.6	-0.7	5.8	-0.1	-3.4	-0.2
CCOC(=O)Cc1ncccc1C(=O)Nc1ccc(Oc2ccccc2)cc1	-0.4	-0.6	-1.8	0.1	-1.2	11.8	2.2	-8.2	0.7	-1.9	-0.5
N=c1c(C(=O)NCCc2ccccc2)cc2c(=O)n3ccccc3nc2n1CCCN1CCOCC1	1.6	-0.8	-2.6	-2.2	1.9	1.2	0.2	-385.6	1.1	0.1	-0.1
CC1CCN(C(=O)CN2C(=O)NC3(CCCCCC3)C2=O)CC1	-1.0	0.2	-0.5	1.4	-1.7	6.6	-0.8	1.1	0.3	-4.8	-0.5
CC(C)(C)c1ccc(OCC(=O)N/N=C/c2cc(Br)ccc2OC(=O)c2ccco2)cc1	-0.6	-0.7	0.1	3.9	1.4	3.8	-1.2	6.3	0.5	-1.4	0.3
N#CCC(=O)Nc1ccc(C(=O)NNC(=O)c2ccccc2-n2cccc2)cc1	-1.2	-0.8	-0.2	-0.1	6.1	-36.0	-0.2	-14.2	0.4	4.0	-0.8
O=C(CSc1nnnn1Cc1ccccc1)c1ccccc1	3.2	-0.8	-1.6	2.7	4.9	-45.0	0.8	-0.9	0.1	-4.3	0.4
COc1ccc(NC(=O)CSc2ccc(F)cc2)cc1S(=O)(=O)N1CCCCC1	-3.3	-2.1	-0.8	2.2	-3.5	-18.9	0.0	2.1	-1.6	-4.4	-1.0
Cc1nn(C)c(Oc2ccc(Cl)cc2)c1C(=O)O	4.8	-1.0	-0.9	0.5	3.1	6.4	1.6	2.5	-0.6	0.9	1.1
COc1ccc(NC(=O)c2sc3nc(N4CCOCC4)c4c(c3c2N)CC(C)(C)OC4)c(OC)c1	-1.3	-0.8	-1.0	0.5	0.7	2.4	0.0	-21.3	-0.4	0.7	1.5
CSc1ncccc1C(=O)N1CCN(S(=O)(=O)c2ccc3c(c2)OCCO3)CC1	-2.3	-1.5	-1.0	-1.4	-2.7	2.4	-1.8	-4.7	0.4	-5.4	-0.8
O=C(COC(=O)/C=C/c1ccc(S(=O)(=O)N2CCOCC2)cc1)NCc1ccccc1	-1.1	-1.7	-1.4	-0.4	-3.6	-3.5	-1.5	-2.0	1.6	0.8	0.2
CCOc1cc(/C=N/NC(=O)C(C)Sc2ccccn2)ccc1O (centres undefined)	-1.8	-1.4	-3.1	1.1	0.8	3.5	-1.1	1.0	-0.5	-2.6	-0.6
COc1ccc(OC)c(C(=O)COC(=O)C(CCSC)NC(=O)COc2ccccc2)c1 (centres undefined)	-3.9	-1.2	2.0	2.4	-2.5	5.9	-0.3	-42.5	-0.8	-0.3	-1.0
Cn1c(=O)c2c(c3ccccc31)OC(C)(C)C=C2	-0.7	-1.1	-0.9	.	0.5	-0.5	-2.5	-30.8	.	-3.2	0.3
Cc1cnc(C2OCCO2)c2cccc([N+](=O)[O-])c12	-2.1	-1.1	-2.1	0.8	-1.9	3.1	-0.9	-26.0	0.8	-0.1	-1.4
O=Cc1c(Nc2cccc(C(F)(F)F)c2)nc2ccccn2c1=O	-3.3	0.0	-0.3	3.0	0.1	-0.7	2.9	-7.7	0.8	1.8	-0.4
CCCN(CC(=O)Nc1ccccc1OC)C(=O)C1CCCC1	0.6	-0.3	1.1	-1.0	1.5	7.6	0.3	-3.6	-1.2	-3.0	-1.2
O=C(Nc1ccncc1)C1CC(=O)N(c2ccc(F)cc2)C1 (centres undefined)	-2.8	-0.9	-0.2	-0.6	2.0	-0.6	-1.6	-0.8	-1.1	-7.4	-0.3
CC(C)NC(=O)NC(=O)CSc1nncn1C	-1.7	-1.5	1.6	-0.5	2.5	7.0	-1.7	1.3	0.3	2.1	-0.3
